PGC1a acetyl inh: inhibitors of PGC1a acetylation signal, primary screen, cell-based, U2OS, AlphaScreen, inhibitor mode; AlphaScreen anti-acetyl-lysine; with virally co-expressed GCN5 acetyltransferase; inhibition, % at 15.6 µM; actives 0.17% (n = 350,000);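 active means every replicate shows inhibition of at least 40%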;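 further: 0% = neutral control wells and 100% = positive control wells; some results beyond the cut were filed as inactive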
GSIS activator: GLuc luminescence reporter in INS-1E cells, primary screen for activators of glucose-dependent secretion of insulin; INS-1E GLuc reporter insulin secretion, 2-3 h; activation, % at 16.6 µM; actives 0.61% (n = 370,000);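 active means lowest replicate activation of at least 40%, so every replicate reaches that level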;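 further: 0% = median of neutral control wells and 100% = median of IBMX positive control wells; some compounds called inactive have numbers as strong as hits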
LGR2 inh: inhibitors of bursicon-induced LGR2 CRE-luciferase signal, primary screen, cell-based, HEK293, CRE-luciferase reporter, bursicon stimulation; inhibition, % at 9.99 µM; bursicon-stimulated, 4 h; Drosophila bursicon receptor LGR2 (rickets); actives 0.35% (n = 380,000);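 active means drop in luminescence signal, shown as inhibition above about 50% in the replicate tests, limit read from the data, passing the limit was not always enough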;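 further: agonist challenge used bursicon conditioned medium at about half maximal strength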
Starred values were filed as active, the others as inactive; & = joins results of further samples. An excerpt, so the mix of outcomes need not match the whole.

SMILES | PGC1a acetyl inh | GSIS activator | LGR2 inh
COCC(=O)N1CC(=O)N2[C@@H](CO)[C@@H](c3ccc(-c4ccccc4C)cc3)[C@@H]2C1 | -2 | 24 | -5
COc1ccc2c3c(n(C)c2c1)[C@@H](CO)N(C(C)=O)CC31CN(Cc2ccccc2OC)C1 | 0 | 7 | -13
COc1ccc2c3c([nH]c2c1)[C@@H](CO)N(Cc1ccc(Cl)cc1)CC31CCN(Cc2ccccc2)CC1 | 9 | 3 | 18
COc1ccc(-c2ccccc2[C@H]2[C@@H](CO)N(C(=O)C3CCCCC3)[C@H]2C#N)cc1 | 7 | -13 | 9
COCC(=O)N1CC2(C1)[C@H](c1ccc(-c3ccccc3)cc1)[C@H](CO)N2C(=O)COC | 6 | 6 | 9
CCS(=O)(=O)N1CC2(CN(C(=O)Nc3c(C)noc3C)[C@H](CO)c3[nH]c4cc(OC)ccc4c32)C1 | 1 | -9 | 2
C[C@@H]1CN([C@H](C)CO)C(=O)c2cccc(NS(=O)(=O)c3ccc(Cl)cc3)c2O[C@H]1CN(C)S(=O)(=O)c1cn(C)cn1 | 1 | 11 | 10
CCC(=O)N1[C@@H](CO)[C@@H](c2ccc(-c3ccccc3OC)cc2)C12CN(C(C)=O)C2 | 3 | 5 | 12
O=C(C[C@H]1C=C[C@@H](NC(=O)Nc2ccc3c(c2)OCO3)[C@@H](CO)O1)NCc1ccc(Cl)cc1 | -6 | -17 | 14
C[C@@H]1CN([C@@H](C)CO)C(=O)c2cc(NC(=O)CCCCCC(=O)Nc3ccccc3N)ccc2O[C@H]1CN(C)S(=O)(=O)c1ccc(Cl)cc1 | -4 | -19 | -8
N#C[C@H]1[C@@H](c2ccccc2-c2cccc(F)c2)[C@H](CO)N1C(=O)C1CC1 | 1 | -4 | -13
CCCNC(=O)N1C[C@@H](C)[C@H](OC)CN(C)C(=O)c2ccc(NC(C)=O)cc2OC[C@@H]1C | 3 | 8 | -3
COc1ccc2c3c([nH]c2c1)[C@H](CO)NCC31CCN(C(=O)C2CCOCC2)CC1 | 11 | 0 | 9
CCC(=O)N1CCC2(CC1)CN(C(=O)Nc1ccccc1F)[C@H](CO)c1c2c2ccc(OC)cc2n1C | -8 | -35 | -19
COc1ccc2c3c([nH]c2c1)[C@H](CO)N(C(=O)Nc1ccc(F)cc1)CC31CCN(S(=O)(=O)c2ccc(C)cc2)CC1 | -2 | 13 | 10
COc1ccc(-c2ccc3n(c2=O)C[C@@H]2[C@@H](CO)[C@H](C(=O)Nc4ccccc4)N(C)[C@H]32)cc1 | 19 | -9 | -6
COc1ccc(-c2ccccc2[C@@H]2[C@@H](C#N)N(C(=O)NC3CCCCC3)[C@H]2CO)cc1 | -21 | -22 | -2
O=C1CN(S(=O)(=O)c2ccccc2)C[C@@H]2[C@H](c3ccc(C#CCc4ccccc4)cc3)[C@@H](CO)N12 | -5 | -8 | -7
COc1cccc(NC(=O)N2[C@@H]3CNC[C@H]2C3c2ccc(-c3ccccc3)cc2)c1 (some centres not stated) | 15 | -1&-21 | -39&3
CCC(=O)N1[C@H](C#N)[C@H](c2ccccc2-c2ccccc2)[C@H]1CO | -10 | 15 | -8
COc1ccccc1C#Cc1ccc([C@@H]2[C@@H](CO)N(C(=O)C3CCCC3)[C@H]2C#N)cc1 | -16 | -5 | 8
CCCC#Cc1ccc([C@H]2[C@H](CO)N3C(=O)CN(C(=O)Nc4ccccc4F)C[C@@H]23)cc1 | 5 | 16 | -18
O=C(C1CCOCC1)N1CC(=O)N2[C@H](CO)[C@H](c3ccc(-c4cccnc4)cc3)[C@H]2C1 | 1 | 5 | -25
O=C(Nc1ccc(F)cc1)N1CC(=O)N2[C@H](CO)[C@@H](c3ccc(C#Cc4cccnc4)cc3)[C@@H]2C1 | 15 | -13 | 10
COc1ccc2c3c(n(C)c2c1)[C@H](CO)N(C(=O)Nc1ccc(F)cc1)CC31CCN(C(=O)c2ccccc2F)CC1 | 4 | -2 | 10

Part of the list above in another layout:
| compound | PGC1a acetyl inh | GSIS activator | LGR2 inh |
| --- | --- | --- | --- |
| CCCNC(=O)N1C[C@@H](C)[C@H](OC)CN(C)C(=O)c2ccc(NC(C)=O)cc2OC[C@@H]1C | 3 | 8 | -3 |
| C[C@@H]1CN([C@H](C)CO)C(=O)c2cccc(NS(=O)(=O)c3ccc(Cl)cc3)c2O[C@H]1CN(C)S(=O)(=O)c1cn(C)cn1 | 1 | 11 | 10 |
| COc1cccc(NC(=O)N2[C@@H]3CNC[C@H]2C3c2ccc(-c3ccccc3)cc2)c1 (some centres not stated) | 15 | -1&-21 | -39&3 |
| COc1ccc2c3c([nH]c2c1)[C@H](CO)NCC31CCN(C(=O)C2CCOCC2)CC1 | 11 | 0 | 9 |
| COc1ccc2c3c([nH]c2c1)[C@H](CO)N(C(=O)Nc1ccc(F)cc1)CC31CCN(S(=O)(=O)c2ccc(C)cc2)CC1 | -2 | 13 | 10 |
| COc1ccc(-c2ccccc2[C@@H]2[C@@H](C#N)N(C(=O)NC3CCCCC3)[C@H]2CO)cc1 | -21 | -22 | -2 |
| COc1ccc2c3c(n(C)c2c1)[C@H](CO)N(C(=O)Nc1ccc(F)cc1)CC31CCN(C(=O)c2ccccc2F)CC1 | 4 | -2 | 10 |

Further records
SMILES | PGC1a acetyl inh | GSIS activator | LGR2 inh
COc1ccc2c3c([nH]c2c1)[C@@H](CO)N(Cc1cccnc1)CC31CCN(C(=O)CN(C)C)CC1 | 0 | 25 | -7
Cc1noc(C)c1NC(=O)Nc1cccc2c1O[C@H](CN(C)C(=O)Nc1ccc(F)cc1)[C@H](C)CN([C@H](C)CO)C2=O | -16 | -2 | 7
CCCNC(=O)N1CCC2(CC1)CN(C(=O)COC)[C@H](CO)c1c2c2ccc(OC)cc2n1C | 2 | 8 | -8
COc1ccc2c3c([nH]c2c1)[C@@H](CO)N(CC1CC1)CC31CN(C(=O)c2cccc(F)c2)C1 | 0 | -1 | -7
COc1ccc2c3c([nH]c2c1)[C@H](CO)N(C(=O)C1CCCC1)CC31CN(C)C1 | -9 | -4 | 0
COCC(=O)N1CC(=O)N2[C@H](CO)[C@@H](c3ccc(C#Cc4cccc(OC)c4)cc3)[C@H]2C1 | -4 | 10 | -9
COc1ccc2c3c(n(C)c2c1)[C@@H](CO)N(C(=O)Nc1ccc(F)cc1)CC31CCN(Cc2cccnc2)CC1 | -10 | -23 | -11
O=C(C1CCCC1)N1CC(=O)N2[C@H](C1)[C@H](c1ccc(-c3cccnc3)cc1)[C@@H]2CO | -5 | 9 | 24
CCCC#Cc1ccc2c(c1)[C@@H]1[C@@H](CCN1C(=O)C1CCCCC1)[C@@H](CO)N2 | 6 | 15 | 4
O=C(c1ccc(F)cc1)N1CC(=O)N2[C@H](C1)[C@H](c1ccc(C3=CCCC3)cc1)[C@@H]2CO | 7 | -8 | 7
CN(C)C(=O)C[C@@H]1CC[C@H]2[C@H](COc3ccc(NC(=O)C4CCCC4)cc3C(=O)N2C)O1 | 1 | 8 | -18
COc1ccc2c3c(n(C)c2c1)[C@@H](CO)N(C(=O)Nc1ccc(F)cc1)CC31CN(Cc2ccccn2)C1 | -23 | -30 | -13
CCC(=O)N1[C@H](CO)[C@@H](c2ccccc2)C12CN(Cc1cc(F)ccc1F)C2 | -5 | 6 | 18
C/C=C/c1ccc([C@@H]2[C@@H](CO)N3C(=O)CN(Cc4ccc(C)cc4)C[C@@H]23)cc1 | -2 | 12 | -14
CC(C)CC#Cc1ccc([C@@H]2[C@@H](CO)N3C(=O)CN(S(=O)(=O)c4cccc(F)c4)C[C@@H]23)cc1 | -12 | -15 | 10
CCC(=O)N1CC2(C1)[C@H](c1ccccc1)[C@H](CO)N2CC1CCOCC1 | 6 | 14 | -21
O=C(O)[C@@H]1[C@@H](CO)[C@@H]2Cn3c(ccc(C4=CCCCC4)c3=O)[C@@H]2N1C(=O)Cc1cccnc1 | 5 | 16 | 0
O=C(C1CCCCC1)N1CC2(C1)[C@H](c1ccccc1)[C@@H](CO)N2Cc1ccc(Cl)cc1 | -12 | -45 | -3
O=C(Cc1ccccc1)N1CC(=O)N2[C@H](C1)[C@@H](c1ccc(Br)cc1)[C@@H]2CO | -3 | -13 | -6
O=C(c1cccnc1)N1CC2(C1)[C@@H](c1ccccc1)[C@@H](CO)N2C(=O)CC1CC1 | 7 | 3 | 5
O=C1CNC[C@@H]2[C@@H](c3ccc(C4=CCCC4)cc3)[C@@H](CO)N12 | -2 | 15 | 4
O=C(NCC(F)(F)F)[C@H]1[C@H](CO)[C@H]2Cn3c(cccc3=O)[C@@H]1N2CC1CCCC1 | -2 | 8 | -19
CO[C@@H]1CN(C)C(=O)c2cc(NC(=O)c3ccno3)ccc2OC[C@H](C)N(S(C)(=O)=O)C[C@H]1C | 1 | 4 | 5
CCCNC(=O)N1CC(=O)N2[C@H](C1)[C@@H](c1ccc(-c3ccc(F)cc3)cc1)[C@@H]2CO | 3 | -5 | -3
COc1ccc(C#Cc2ccc([C@@H]3[C@@H](CO)N4C(=O)CN(C(=O)c5ccccc5)C[C@@H]34)cc2)cc1 | 2 | 16 | 13
(cont.)
SMILES | PGC1a acetyl inh | GSIS activator | LGR2 inh
C[C@@H]1CN([C@H](C)CO)C(=O)c2cc(NC(=O)Nc3ccccc3)ccc2O[C@H]1CN(C)C(=O)Nc1ccc2c(c1)OCO2 | -1 | 6 | 12
COc1ccc2c3c(n(C)c2c1)[C@H](CO)N(C(=O)Cc1ccccn1)CC31CCN(CC2CCOCC2)CC1 | -1 | 2 | -31
O=C(Nc1ccccc1Cl)N1[C@@H]2CNC[C@H]1C2c1ccc(/C=C/c2ccccc2)cc1 (some centres not stated) | 6 | 2&2 | 17
COc1ccc2c3c([nH]c2c1)[C@H](CO)N(C(=O)CC1CC1)CC31CN(C(=O)c2ccccc2)C1 | 0 | 16 | 1
COc1cc(CN2CC3(CN(C(=O)c4ccc5c(c4)OCO5)C3)c3c(n(C)c4cc(OC)ccc34)[C@@H]2CO)cc(OC)c1 | 1 | 6 | -1
COCC(=O)N1CC(=O)N2[C@@H](CO)[C@H](c3ccc(-c4cccnc4)cc3)[C@@H]2C1 | -5 | 14 | -2
CCCC(=O)N1CC2(CCN(Cc3cccnc3)CC2)c2c([nH]c3cc(OC)ccc23)[C@H]1CO | -6 | 5 | -1
CC(C)CC#Cc1ccc2c(c1)O[C@H](CN(C)Cc1ccccc1)[C@@H](C)CN([C@@H](C)CO)S2(=O)=O | 3 | 18 | -13
COc1ccc2c3c(n(C)c2c1)[C@H](CO)N(CC1CC1)CC31CCN(Cc2nccs2)CC1 | -7 | -13 | -16
O=C(c1ccc(F)cc1)N1CC(=O)N2[C@H](C1)[C@@H](c1ccc(C#CC3CCCC3)cc1)[C@@H]2CO | -9 | -25 | -10
COc1ccccc1-c1cn(CC[C@H]2CC[C@@H](NC(=O)C3CCCC3)[C@@H](CO)O2)nn1 | -6 | 1 | 25
COc1ccc2c3c([nH]c2c1)[C@H](CO)N(C(=O)CC1CC1)CC31CCN(Cc2cncnc2)CC1 | 7 | 4 | -3
COc1ccc2c3c(n(C)c2c1)[C@@H](CO)N(Cc1ccccc1)CC31CCN(CC2CC2)CC1 | -15 | 2 | -17
C/C=C/c1ccc([C@H]2[C@@H](CO)N(C(=O)CC)[C@H]2CN(C)Cc2cncnc2)cc1 | 0 | 3 | 10
COc1ccc2c3c([nH]c2c1)[C@@H](CO)N(C(=O)NC(C)C)CC31CCN(Cc2ccccc2)CC1 | 3 | 1 | -3
O=C(c1ccccc1)N1CC(=O)N2[C@H](CO)[C@@H](c3ccc(C#CCC4CCCC4)cc3)[C@H]2C1 | -15 | 8 | 12
O=C(c1ccc2c(c1)OCO2)N1CC2(C1)[C@H](c1ccccc1)[C@@H](CO)N2C(=O)C1CC1 | -8 | -16 | -6
O=C1CN(S(=O)(=O)Cc2ccccc2)C[C@H]2[C@@H](c3ccc(C#Cc4ccccc4)cc3)[C@@H](CO)N12 | -28 | -19 | 7
O=C(C[C@H]1C=C[C@@H](NC(=O)Cc2cccnc2)[C@@H](CO)O1)Nc1ccc(-c2ccccc2)cc1 | 3 | -3 | 6
N#C[C@@H]1[C@@H](c2ccccc2-c2cccc(F)c2)[C@@H](CO)N1C(=O)C1CC1 | -9 | 12 | 10
CCC(=O)N1CCC2(CC1)CN(Cc1ccc3c(c1)OCO3)[C@H](CO)c1c2c2ccc(OC)cc2n1C | -2 | -32 | -18
COc1ccc2c3c([nH]c2c1)[C@@H](CO)N(C(=O)Nc1ccc(F)cc1)CC31CN(C(=O)Cc2ccncc2)C1 | 13 | -6 | -3
CO[C@H]1CN(C)C(=O)c2ccc(NC(=O)Nc3cc(F)ccc3F)cc2OC[C@H](C)NC[C@@H]1C | -1 | 1 | -2
CC(=O)N1CC(=O)N2[C@H](CO)[C@@H](c3ccc(C#Cc4cccnc4)cc3)[C@@H]2C1 | -1 | -13 | 10
COc1ccc2c3c(n(C)c2c1)[C@@H](CO)N(C(=O)Nc1ccccc1F)CC31CN(C(=O)c2ccccc2)C1 | 10 | -22 | -3
CCCNC(=O)C[C@H]1CC[C@H]2[C@H](COc3ccc(NC(=O)NCCC)cc3C(=O)N2C)O1 | -3 | 0 | 7
C/C=C/c1ccc([C@@H]2[C@H](CO)N(CCC(F)(F)F)C23CN(C(=O)CC)C3)cc1 | -7 | -6 | -8
CCCC#Cc1ccc([C@@H]2[C@H]3CN(C(=O)c4ccncc4)CC(=O)N3[C@H]2CO)cc1 | 10 | 0 | -5

Part of the list above, showing only GSIS activator.
SMILES	GSIS activator
COCC(=O)N1CC(=O)N2[C@@H](CO)[C@H](c3ccc(-c4cccnc4)cc3)[C@@H]2C1	14
CCCC(=O)N1CC2(CCN(Cc3cccnc3)CC2)c2c([nH]c3cc(OC)ccc23)[C@H]1CO	5
